HADH2 inh = qHTS Assay for Inhibitors of HADH2 (Hydroxyacyl-Coenzyme A Dehydrogenase, Type II) | AID 886, 2007 | 3.4% of 73,000 active | Potency, µM (series often up to 57.1 µM), inactives show top-dose activity change, negative = inhibition, actives largely listed as inhibitors | recombinant HADH2, NADH fluorescence, beta-hydroxybutyryl-CoA; note: potency is the fitted concentration of half-maximal effect; % is set by controls: 0 for no effect and ±100 for the full control effect; nearly all actives have a fitted effect of over 60% in size; many of its hits are not listed in these tables
Target sequence (Q99714 whole entry, looked up, one chain of several): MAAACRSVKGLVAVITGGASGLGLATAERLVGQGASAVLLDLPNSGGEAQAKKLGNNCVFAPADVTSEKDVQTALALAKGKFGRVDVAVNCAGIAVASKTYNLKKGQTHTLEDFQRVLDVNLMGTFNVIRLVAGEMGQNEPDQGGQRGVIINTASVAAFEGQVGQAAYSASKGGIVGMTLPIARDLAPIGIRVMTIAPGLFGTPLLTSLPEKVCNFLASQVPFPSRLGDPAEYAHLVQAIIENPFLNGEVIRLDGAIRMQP
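His-tagged recombinant enzyme from E. coli, 20 nM, preincubated 15 min RT with compound; reaction started with 1 mM NAD+ and 90 uM beta-hydroxybutyryl-CoA in 100 mM Tris-HCl pH 9.0. NADH fluorescence (ex 360/em 450) read over 4 min; last-minus-first difference.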
BRCT PPI green = qHTS Assay for Inhibitors of BRCT-Phosphoprotein Interaction (Green Fluorophore); AID 875, 2007; 0.05% of 75,000 active; Potency, µM (doses to about 76.9 µM), inactives show at the highest dose activity change, negative = inhibition, hits mostly inhibitors; BRCA1 BRCT-phosphopeptide binding, green fluorescence polarization;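 note: potency is the fitted concentration of half-maximal effect; plate controls were peptide without protein for full effect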
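Fluorescence polarization: His-tagged BRCT (~35 kDa BRCA1 C-terminus, 250 nM) bound to 100 nM fluorescein-labeled phosphorylated 10-aa BACH1 peptide, pH 7.3 phosphate buffer with DTT and Tween 20. Compounds incubated 12 min at room temperature; inhibition read as lowered polarization.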
HBB splicing = qHTS Assay for Modulators of Hemoglobin Beta Chain Splicing; HBB splicing reporter cell assay, activation; EGFP reporter with mutant IVS2-654 intron; response scale: normalised to 500 nM splice-correcting PNA; Potency, µM (top dose mostly 46.1 µM), for the others: top-dose activation, actives largely listed as activators; 0.06% of 65,000 active; note: potency is the fitted concentration of half-maximal effect; 0% is about no effect
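Compounds were applied for 2 days to HeLa EGFP-654 cells, 500/well in Optimem with 2% FCS. The reporter's EGFP is disrupted by mis-splicing of beta-globin intron IVS2-654. Readout: summed well GFP fluorescence from 488 nm laser scanning; reference was 500 nM antisense […] 654 PNA.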
BRCT PPI red = qHTS Assay for Inhibitors of BRCT-Phosphoprotein Interaction (Red Fluorophore) | Potency, µM (doses to about 76.9 µM), for inactives: at the top dose activity change, negative = inhibition, most hits filed as inhibitors | 0.03% of 75,000 active | Breast cancer type 1 susceptibility protein (Homo sapiens), P38398 | BRCT-phosphopeptide binding, red fluorescence polarization; note: % is set by controls: 0 for no effect and ±100 for the full control effect
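Rhodamine-labelled pBACH1 10-mer (100 nM) bound to BRCT domain (100 nM) at pH 7.3; compounds incubated 12 min room temperature, polarization read. Free peptide defines full inhibition; unlabelled decapeptide titrated as control.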
GFP derepression = qHTS Assay for Epigenetic Modulators. Potency, µM (top dose mostly 46.1 µM), inactives show at the top dose GFP derepression (activation). mouse C127i GFP locus derepression, cytometry, 30 h. 0.09% of 68,000 active; note: % of control where 0% means no effect
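Derepression screen: silenced CMV-GFP reporter in murine C127i cells, 30 h compound incubation at 37 C, washed cells imaged by laser-scanning cytometer to enumerate GFP-expressing objects of 20 to 120 um.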
Ub-GFP proteasome = Ubiquitin-GFP Assay. Ubiquitin-GFP reporter cells, proteasome inhibition, GFP fluorescence; response scale: untreated = 0%, 10 µM MG-132 = 100%. Potency, µM (highest dose often 45.9 µM), for inactives: at the highest dose activation (GFP accumulation), most hits filed as activators. 67,000 tested, under 10 active. AID 526, 2006; active = well fitted activation curve with a large enough effect, not every such curve was filed as active; inconclusive = small, poorly fitted or top-dose-only effect, or another doubt; inactive = no such curve, though single readings can be large or run the other way; note: potency is the fitted concentration of half-maximal effect
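Proteasome blockade was scored as a rise in GFP-expressing U2OS cells carrying a ubiquitin(G76V)-GFP construct, imaged after 4 hr compound treatment at 37 °C across a 46 uM–2.9 nM series.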
15-hLO inh = qHTS Assay for Inhibitors of 15-hLO (15-human lipoxygenase); purified 15hLO-1, xylenol orange hydroperoxide absorbance; Polyunsaturated fatty acid lipoxygenase ALOX15 (Homo sapiens), P16050; 1.4% of 74,000 active; Potency, µM (titrated, usually from 57.1 µM), for inactives: top-dose activity change, negative = inhibition, hits mostly inhibitors; note: potency is the fitted concentration of half-maximal effect; % is set by controls: 0 for no effect and ±100 for the full control effect; nearly all actives have a fitted effect of over 55% in size
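Readout: Fe(III)-xylenol orange absorbance, 573-to-405 nm ratio as reaction progress. Enzyme 40 nM purified human 15hLO-1, substrate 50 uM arachidonic acid, 6 min RT after 15 min compound preincubation; Hepes pH 7.5 buffer with Triton X-100.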
USP2a inhib = qHTS Assay for Inhibitors of Ubiquitin-specific Protease USP2a | AID 927, 2007 | Ubiquitin carboxyl-terminal hydrolase 2 (Homo sapiens), O75604 | USP2a enzymatic assay, qHTS inhibition | 0.1% of 60,000 active | Potency, µM (series often up to 38.3 µM), for inactives: at the top dose activity change, negative = inhibition, actives largely listed as inhibitors;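 note: potency is the fitted concentration of half-maximal effect; nearly all actives have a fitted effect of over 60% in size; plate controls were DMSO for no effect and NEM full inhibition control for full effect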
Target sequence (O75604 whole entry, looked up): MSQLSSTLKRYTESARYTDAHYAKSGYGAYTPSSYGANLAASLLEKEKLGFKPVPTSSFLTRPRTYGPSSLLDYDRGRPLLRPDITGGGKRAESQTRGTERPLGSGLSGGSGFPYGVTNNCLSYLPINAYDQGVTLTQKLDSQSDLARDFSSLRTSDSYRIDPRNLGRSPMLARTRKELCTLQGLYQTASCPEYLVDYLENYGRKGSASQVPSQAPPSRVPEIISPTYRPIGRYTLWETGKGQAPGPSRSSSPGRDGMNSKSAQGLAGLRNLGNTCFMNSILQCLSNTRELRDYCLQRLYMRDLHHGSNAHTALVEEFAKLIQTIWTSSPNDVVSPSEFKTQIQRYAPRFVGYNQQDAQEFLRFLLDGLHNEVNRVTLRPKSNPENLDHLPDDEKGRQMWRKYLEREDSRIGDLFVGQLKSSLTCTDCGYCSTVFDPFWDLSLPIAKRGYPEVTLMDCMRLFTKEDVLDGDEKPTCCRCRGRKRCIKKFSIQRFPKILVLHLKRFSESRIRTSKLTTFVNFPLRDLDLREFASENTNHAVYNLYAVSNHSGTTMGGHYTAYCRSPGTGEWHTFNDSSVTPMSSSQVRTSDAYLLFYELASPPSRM
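USP2 core (20 nM final) was preincubated with compound for 30 min at RT in 20 mM Tris-HCl pH 8.0, 2 mM CaCl2, 2 mM beta-mercaptoethanol; Ub-PLA2 (20 nM) plus NBD C6-HPC (20 uM) then added, fluorescence read after 2.5 h.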
DNA Pol III inh = qHTS Assay for Inhibitors of DNA Polymerase III Holoenzyme System | reconstituted DNA polymerase III holoenzyme replication, biochemical | Potency, µM (series often up to 57.1 µM), for the others: at the top dose activity change, negative = inhibition | 0.25% of 71,000 active | AID 603, 2007; note: potency is the fitted concentration of half-maximal effect; % is set by controls: 0 for no effect and ±100 for the full control effect
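Reconstituted *E. coli* holoenzyme (0.35 nM Pol III, 1 nM beta, 154 nM SSB, 2 nM primase) was preincubated with compound for 15 min at RT. Synthesis on 1.4 nM ssM13Gori ran 35 min, then was stopped with PicoGreen/EDTA and read as dsDNA fluorescence.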
Hsp90 Hop PPI = qHTS Assay for Disrupters of an Hsp90 Co-Chaperone Interaction; Potency, µM (doses to about 57 µM), inactives show at the highest dose activity change, negative = inhibition; 0.44% of 71,000 active; AID 595, 2007; AlphaScreen TPR2A-His6 binding biotin-Hsp90 C-terminal peptide; active = well fitted curve in either direction with a large enough effect; inconclusive = small, poorly fitted or top-dose-only effect, or another doubt; note: potency is the fitted concentration of half-maximal effect; % is set by controls: 0 for no effect and ±100 for the full control effect; many of its hits are not listed in these tables
CRE Fsk mod = Cell signaling CRE-BLA (Fsk stim). CHO CRE-bla reporter (cAMP response element driving beta-lactamase), forskolin EC10, beta-lactamase ratio. Potency, µM (doses to about 38.2 µM), without a hit: at the highest dose activity change, negative = inhibition, usual class: activators. 2.5% of 71,000 active. AID 662, 2007; active = well fitted activation curve with a large enough effect in the signal ratio, with a control signal flat, not every such curve was filed as active; inconclusive = small, poorly fitted or top-dose-only effect, or effect the other way, or a change in a side signal; the % refers to the signal ratio; note: potency is the fitted concentration of half-maximal effect; % of control where 0% means no effect
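CHO CRE-bla cells, overnight plating in Opti-MEM with 0.5% dialyzed FBS; cpd titration + EC10 NKH 477, 3 h 37 °C; CCF4 2 h RT; ex 405/em 460 vs 530 ratio → %Activity, AC50.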
* marks the source's active call; other numbers are inactive results; ? = inconclusive; · = not tested or not shown; [ ] = another dose, or the depositor's remark. Unless noted, calls come from the whole dose curve; as a rule, active = well fitted curve in the direction sought with a large enough effect; inconclusive = small, poorly fitted or top-dose-only effect, or another doubt; inactive = no such curve, though single readings can be large; an effect the other way counts as inactive or inconclusive.

Below each compound – HADH2 inh, BRCT PPI green, HBB splicing, BRCT PPI red, GFP derepression, Ub-GFP proteasome, 15-hLO inh, USP2a inhib, DNA Pol III inh, Hsp90 Hop PPI, CRE Fsk mod
COCCn1cc(C(=O)N2CCCC(C)C2)c2c3ccccc3n(C)c2c1=O (configuration not stated)
 : -14.5%, -0.5%, 1.5%, -0.2%, -1.2%, 0.0%, -0.9%, 6.9%, 0.6%, -2.9%, ?
COCCCn1c2nc3ccccc3nc2c2c(=O)n(Cc3ccc(Cl)cc3)c(C)nc21
 : 12.0%, -4.4%, 5.2%[0.369 µM], 1.5%, 0.0%, 2.5%, -9.4%, 9.3%, -11.3%, ?, ?
CSc1nc(-c2ccccc2O)nc(-c2ccccc2O)n1
 : 13.8%, -3.5%, 2.9%, 1.6%, -1.2%, -15.9%, 4.9%, 8.0%, -3.0%, -1.0%, ?
CC1(C)Cc2c(sc3nc(-c4cc5ccccc5o4)n(N)c(=O)c23)CO1
 : -0.1%, -2.4%, -0.3%, 0.4%, 0.0%, -5.3%, -5.6%, 15.3%, -1.5%, 4.5%, 13.3%
O=C(Cc1ccc(-n2cccc2)cc1)NC1CCCCC1
 : 5.5%, -1.0%, -3.2%, -0.9%, 0.0%, 13.3%, -0.3%, 18.2%, 1.2%, -1.3%, -2.5%
CCOc1ccc(S(=O)(=O)Nc2ccccc2C(=O)Nc2ccccc2N2CCOCC2)cc1
 : 0.8%, -3.2%, -0.3%[57.5 µM], 0.3%, -4.6%, -2.1%, -2.2%, 9.5%, -0.1%, 5.6%, 6.2%
CCc1nnc(NC(=O)CSc2nnnn2-c2cccc(C(=O)OC)c2)s1
 : -8.6%, -1.4%, ·, -2.2%, 1.2%, 1.7%, 1.1%, 1.6%, -3.6%, -3.0%, 10.7%
COc1ccc(-c2nnc(SCC(=O)Nc3ccc(Cl)cc3)n2C)cc1
 : 20.0%, -0.6%, 0.5%, 1.3%, -0.1%, 2.6%, -4.5%, 1.0%, 0.1%, -1.6%, -2.0%
CCOC(=O)N/N=C1/C[C@@H](O)[C@@H](O)[C@@H]2[C@@H]3C(=O)N(c4cccc(Oc5ccccc5)c4)C(=O)[C@H]3CC[C@H]12
 : 15.8%[11.4 µM], 1.3%[15.4 µM], 4.3%[9.22 µM], -2.0%[15.4 µM], ·, ·, 6.9%[11.4 µM], ·, ·, ·, ·
CC(=O)Nc1ccc(C(=O)CSc2nc3ccccc3n2CC(=O)N2CCCC2)cc1
 : 9.4%, -0.9%, ·, -2.5%, 3.7%, 3.9%, -4.9%, 14.1%, -3.5%, 2.5%, 11.4%
Cc1cccc(NC(=O)CN2CCN(CC(=O)Nc3cccc(C)c3)CC2)c1
 : 9.8%, 2.1%, -0.8%, 1.7%, -1.8%, -13.0%, -4.9%, 17.3%, -0.4%, ?, -10.4%
Cc1cc(C)n(-c2c(F)c(F)c(CN3CCOCC3)c(F)c2F)n1
 : -3.4%, 0.2%, 0.7%[1.84 µM], 1.0%, 2.0%, -10.0%, 0.5%, 12.3%, 0.8%, -0.7%, ?
CCc1ccccc1NC(=O)c1cnccn1
 : 6.8%, 0.3%, 1.6%, 0.2%, -1.6%, -3.3%, 0.7%, 9.7%, 2.1%, -3.5%, ?
CCOC(=O)Nc1c(C)n(C)n(-c2ccccc2)c1=O
 : 6.6%, -2.1%, 1.2%, -0.9%, 0.0%, -5.7%, -1.2%, 5.1%, -3.3%, 2.1%, -4.5%
Cc1ccc(-c2nn3c(C)nnc3s2)cc1NC(=O)c1ccco1
 : 4.3%, 0.2%, -0.1%, -1.6%, ·, -1.2%, 4.6%, ·, -14.3%, -4.9%, 11.9%
O=C(CN1C(=O)c2ccccc2C1=O)Nc1ccc(S(=O)(=O)NCC2CCCO2)cc1 (configuration not stated)
 : 11.3%, -2.0%, -0.6%, 0.3%, 0.0%, -3.8%, 1.6%, 10.5%, -4.3%, 0.8%, -8.8%
Cc1cc(C)c(C(=O)COC(=O)Cn2cnnn2)cc1C
 : -7.3%, 3.7%, -2.2%, -3.0%, 1.2%, -4.2%, ?, 11.5%, -0.2%, -3.6%, ?
CC1Cc2ccccc2N1C(=O)CSc1nnc2sc3ccccc3n12 (configuration not stated)
 : 3.3%, 2.5%, 0.6%, -1.5%, 2.7%, -7.5%, -3.7%, 34.1%[activator], -6.6%, 5.2%, ?
CC(C)c1ccc(NC(=O)COC(=O)C2=COCCO2)cc1
 : ·, -0.9%, -4.4%, -3.7%, 0.2%, -3.5%, 0.9%, -3.5%, -2.0%, -2.6%, -3.5%
COCc1cc(C)nc(Nc2cc(C)ccc2C)c1C#N
 : 9.9%, -2.2%, -3.4%, -0.3%, 2.5%, 3.1%, 14.9%, -5.1%, 4.8%, 22.5%, 12.3%
Cc1cccc(CNc2nc(-c3ccc(C(=O)N(C)C)cc3)nc3ccccc23)c1
 : -2.1%, 5.6%, -0.3%, 1.8%, -2.9%[9.22 µM], -1.4%, ?, -30.0%, -0.2%, -2.5%, 0.794µM*
COc1ccc(NC(=O)c2ccco2)cc1NC(=O)c1cccnc1
 : 2.8%, -0.8%, 0.3%, 0.3%, 4.5%, 0.0%, -2.4%, -1.8%, 5.1%, 0.8%, 3.0%
Cc1cc(C)n2c(SC/C(O)=C(\C#N)c3nc4ccccc4[nH]3)nnc2n1
 : ?, 3.0%, 0.0%[57.5 µM], -0.9%, 1.6%, -0.3%, -28.6%, 6.2%, -6.9%, -12.6%, 15.8%
CCc1nc(NCc2ccccn2)c2oc3ccccc3c2n1
 : 6.7%, 1.4%, -1.2%[57.5 µM], -1.2%, 0.0%, 2.6%, -7.1%, 8.7%, -7.0%, -3.3%, ?
CCCCN1CCC(n2c(=O)[nH]c3ccccc32)CC1
 : 12.1%, -2.1%, 0.3%, -1.0%, -1.2%, -3.3%, 26.2%, -4.2%, 0.4%, -7.9%, -1.9%
COc1cc(OC)c(C2SCCN2S(=O)(=O)c2ccc(F)cc2)cc1OC (configuration not stated)
 : 6.6%, -3.5%, ·, 1.4%, 0.0%, 7.2%, 7.8%, -4.1%, -5.3%, -3.2%, -2.0%
O=C(NCc1ccco1)c1sc(=S)n2c1[nH]c(=O)c1ccccc12
 : 15.8µM*, -8.9%, 5.7%[0.369 µM], -6.2%, 2.6%, ·, -28.1%, -8.9%, -15.7%, -5.8%, ?
CCCCn1c(=N)n(CC(O)COc2cccc(C)c2)c2ccccc21 (configuration not stated)
 : 5.9%, -0.3%, -5.1%[57.5 µM], -0.1%, 0.0%, 0.9%, 8.2%, 9.7%, -6.2%, -4.6%, -16.1%
O=C(CSc1nc2nc(-c3cccs3)cc(C(F)(F)F)c2c(=O)[nH]1)NCc1ccco1
 : 25.1µM*, -0.2%, -0.1%[57.5 µM], -1.8%, 0.2%, -3.3%, -8.6%, 2µM*, -11.0%, -6.5%, ?
COc1ccc(OC)c(C2C(C(C)=O)=C(O)C(=O)N2CCC(=O)O)c1 (configuration not stated)
 : -16.7%, -3.8%, -0.3%[57.5 µM], 1.2%, 1.0%, -0.9%, 9.9%, ·, -7.0%, -3.3%, -2.3%
CSc1ncccc1C(=O)OCC(=O)c1cc2ccccc2o1
 : -4.4%, 3.4%, 0.9%[57.5 µM], -0.6%, 0.0%, 0.0%, -10.4%, 32.8%[activator], -2.4%, 2.1%, ?
CCOCCCN(C(=O)c1ccco1)C(C(=O)NC1CCCC1)c1cccc(OC)c1OC (configuration not stated)
 : 6.7%, -0.1%, 0.3%[57.5 µM], -1.3%, -2.3%, -2.0%, 9.6%, ·, -3.6%, -2.6%, -5.2%
O=S(=O)(NCc1ccco1)N1CCOCC1
 : 4.8%, 0.2%, -0.1%, -1.3%, 3.2%, 5.1%, -2.8%, -5.5%, -3.0%, -2.8%, -3.0%

Screening data from PubChem.

Some of the compounds tested; the hit share may differ from the screen's.
